# Screens as filed in PubChem BioAssay.
# MITF inh: inhibitors of human MITF; AlphaScreen MITF homodimerization, bead proximity signal; 650,000 compounds, 0.91% hits; O75030; inhibition, % at 2.6 µM; in the data active = inhibition above about 50%;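 also: 0% = vehicle wells with protein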
# Target sequence (O75030 whole entry, looked up): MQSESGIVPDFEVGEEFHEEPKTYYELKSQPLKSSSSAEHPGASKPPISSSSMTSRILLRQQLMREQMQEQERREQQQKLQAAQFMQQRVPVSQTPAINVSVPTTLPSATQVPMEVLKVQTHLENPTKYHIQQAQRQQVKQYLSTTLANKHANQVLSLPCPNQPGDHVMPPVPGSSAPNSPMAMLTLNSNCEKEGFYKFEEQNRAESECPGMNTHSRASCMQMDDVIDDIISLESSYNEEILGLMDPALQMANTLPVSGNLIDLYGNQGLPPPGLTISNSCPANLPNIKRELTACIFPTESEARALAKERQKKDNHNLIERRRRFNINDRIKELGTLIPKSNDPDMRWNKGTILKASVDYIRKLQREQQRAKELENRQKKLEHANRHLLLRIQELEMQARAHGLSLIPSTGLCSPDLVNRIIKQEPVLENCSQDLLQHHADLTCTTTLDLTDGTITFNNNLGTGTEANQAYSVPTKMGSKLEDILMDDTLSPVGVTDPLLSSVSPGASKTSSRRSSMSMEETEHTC
# FBW7 activator: activators of human E3 ligase FBW7; normalized activity (activation), % at 26.1 µM; AlphaScreen FBW7–phospho-cyclin E peptide binding, activator screen; Q969H0; 650,000 compounds, 0.13% hits; in the data active = normalized activity above about 1.9%;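 also: purified mutant Fbw7 with reduced substrate affinity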
# TEAD-YAP inh: TEAD-YAP interaction inhibition; HEK-TIYL cells, TEAD-Gal4/YAP UAS-luciferase luminescence; inhibition, % at 9.12 µM; 640,000 compounds, 1.4% hits; in the data active = inhibition above about 32%;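 also: 0% = median of test compound wells and 100% = reference inhibitor wells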
# GPR151 activ: human GPR151 activation; Q8TDV0; PathHunter beta-arrestin GPR151 cells, luminescence; activation, % at 11.2 µM; 650,000 compounds, 1% hits; AID 1508602; in the data active = activation above about 4.9%;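 also: 0% = median of compound wells and 100% = cells with positive control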
# Target sequence (Q8TDV0 whole entry, looked up): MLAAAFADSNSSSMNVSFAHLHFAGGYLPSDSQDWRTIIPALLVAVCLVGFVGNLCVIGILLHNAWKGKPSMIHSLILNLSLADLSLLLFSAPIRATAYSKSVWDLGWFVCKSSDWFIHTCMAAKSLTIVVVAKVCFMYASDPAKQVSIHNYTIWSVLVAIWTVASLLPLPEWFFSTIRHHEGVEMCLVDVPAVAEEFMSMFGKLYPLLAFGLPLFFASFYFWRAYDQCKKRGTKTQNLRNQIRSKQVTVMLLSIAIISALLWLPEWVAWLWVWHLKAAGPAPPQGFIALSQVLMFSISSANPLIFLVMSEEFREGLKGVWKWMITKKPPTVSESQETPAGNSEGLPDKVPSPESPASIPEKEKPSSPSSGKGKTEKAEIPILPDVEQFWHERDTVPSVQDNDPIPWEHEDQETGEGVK
# * hit, by the source's call; x = no result given; & = joins results of further samples.
Molecule	TEAD-YAP inh	MITF inh	GPR151 activ	FBW7 activator
COc1cccc(CN2CCN(c3cccc(Cl)c3)CC2)c1O	-3	5	-0.9	0.1
Cc1cc(C)cc(NC(=O)c2cc3cccnc3n(Cc3ccccc3F)c2=O)c1	-1	2	1.1	0.0
COc1cc(COc2cc(C)cc3oc(=O)c4c(c23)CCCC4)cc(OC)c1OC	14	6	-0.7	0.0
Cc1cccc(N2CCN(CCN)CC2)c1C	0	-2	-2.2	-0.1
COC[C@]12CN(C=O)C3[C@@H]4[C@H](OC)C1[C@]3(C1CC3(O)C(OC)C(O)C4(OC(C)=O)C1C3OC(=O)c1ccccc1)[C@@H](OC)C[C@H]2O (some centres not stated)	-6	-17	0.4	0.1
COc1ccc(CN2CCN(C)CC2)cc1	2	8	1.1	0.2
COC(=O)c1c(N)n(Cc2ccco2)c2nc3ccccc3nc12	17	5	0.8	0.2
CN(C)c1ccc(P(=O)(N(C)C)N(C)C)cc1	10	8	-1.1	0.5
COc1ccc2[nH]c3c(c2c1)CCNC3	12	12	3.6	-0.2
O=C(Nc1nc2ccc(Br)cc2s1)c1c(O)c2c(n(Cc3ccco3)c1=O)CCCC2	6	-9	0.3	-0.1
CCc1ccc(N2C(=O)CC(=O)NC2=S)cc1	-8	15	-1.5	0.2
Cc1cc(/C=C2\C(=O)NC(=O)N(c3ccc(Br)cc3)C2=O)c(C)n1C	-8	-19	1.5	0.0
Cc1cccc(CN2CCN3C(=O)[C@H](CO)NC(=O)[C@H]3C2)n1	2	-1	1.6	-0.4
C/C(=N\NC(N)=O)c1c(O)n(C)c(=O)n(C)c1=O	0	11	-0.1	-0.3
O=C(c1sc2ccccc2c1Cl)N1CCC2(CC1)OCCO2	-9	1	-0.2	0.0

# A few values from the list.
# CN(C)c1ccc(P(=O)(N(C)C)N(C)C)cc1 in GPR151 activ is listed with -1.1
# COc1cccc(CN2CCN(c3cccc(Cl)c3)CC2)c1O in GPR151 activ is listed with -0.9
# O=C(c1sc2ccccc2c1Cl)N1CCC2(CC1)OCCO2 in TEAD-YAP inh is listed with -9
# COc1ccc(CN2CCN(C)CC2)cc1 in FBW7 activator is listed with 0.2
# COc1cc(COc2cc(C)cc3oc(=O)c4c(c23)CCCC4)cc(OC)c1OC in TEAD-YAP inh is listed with 14
# Cc1cc(/C=C2\C(=O)NC(=O)N(c3ccc(Br)cc3)C2=O)c(C)n1C in GPR151 activ is listed with 1.5

# Rewritten with values under each structure: three of the compounds above
# Fields: TEAD-YAP inh, MITF inh, GPR151 activ, FBW7 activator
- COc1ccc(CN2CCN(C)CC2)cc1
 : 2, 8, 1.1, 0.2
- COc1cccc(CN2CCN(c3cccc(Cl)c3)CC2)c1O
 : -3, 5, -0.9, 0.1
- O=C(c1sc2ccccc2c1Cl)N1CCC2(CC1)OCCO2
 : -9, 1, -0.2, 0.0

# (listing goes on)
Molecule	TEAD-YAP inh	MITF inh	GPR151 activ	FBW7 activator
CCCCc1nc2ccccc2c(=O)n1-c1ccccc1O	11	12	-0.6	0.4
Cc1nn(Cc2c(Cl)cccc2Cl)c(C)c1C=O	4	-6	1.1	0.1
CC(C)OP(=O)(OC(C)C)C(O)c1cccnc1 (configuration not stated)	-2	-19	-0.8	0.0
COC(=O)C1=C(N)OC2=C(C(=O)CC(C)(C)C2)C12C(=O)Nc1ccccc12 (configuration not stated)	7	8	0.8	0.6
Cc1ccccc1CN1CCN(c2ccc(F)cc2)CC1	-2	10	0.8	0.4
O=C(c1noc2c1COc1ccccc1-2)N1CCC2(CC1)OCCO2	75*	10	-5.7	0.9
COc1ccc(CN2CCN(c3ccccc3)CC2)cc1	-3	5	2.3	-0.1
CC1=CC(=O)NP(=O)(Oc2ccccc2)N1 (configuration not stated)	5	9	0.6	0.1
COc1ccc(CN2CCN(c3ccccc3F)CC2)c(O)c1	7	21	-1.5	0.0
CCCCCCCCCOc1ccc2[nH]cc(CCN)c2c1	-5	4&33	-1.2&0.4	-0.1&0.5
O=C(NC(O)C(Cl)(Cl)Cl)NC(O)C(Cl)(Cl)Cl (configuration not stated)	-10	-2	-1.1	0.2
Cc1ccc(C2(O)CC3CCC(C2)N3Cc2ccnc(N3CCCC3)n2)cc1 (configuration not stated)	-6	-6	-1.0	-0.4
COc1ccccc1N1CCN(Cc2cccc(F)c2)CC1	0	7	4.4	-0.1
CC(=O)Cn1nc([N+](=O)[O-])nc1-c1n[nH]c([N+](=O)[O-])n1	-4	1	-0.6	-0.3
COc1ccc(-c2nn(CCC#N)cc2C(=O)NCc2ccccc2)cc1[N+](=O)[O-]	-4	8	0.9	0.1
CN1C(=O)[C@]23CC4=CC=C[C@H](O)[C@H]4N2C(=O)[C@@]1(CO)SS3	88*	-4	-1.6	-0.2
O=C1NCCN2CCCCCC12 (configuration not stated)	-1	7	-0.4	0.0
CC(Cc1cccnc1)NCc1c(C(=O)N2CCCCCCC2)nc2ccc(Cl)cn12 (configuration not stated)	-10	-5	5.0*	0.0
CCCCCCn1c(N)c(C(=O)OC)c2nc3ccccc3nc21	0	1	2.8	-0.1
COc1ccc(CNCc2nc3ccccc3c(=O)n2-c2ccc(F)cc2)cc1	4	-18	-0.1	0.1
O=C(CSC1c2ccccc2Oc2ccccc21)Nc1ccc(C(=O)O)cc1	13	2	0.5	0.1
O=C1CCCN1C(=O)c1ccc([N+](=O)[O-])cc1	4	-4	3.0	0.2
CCC[C@@H]1CC2=CC(=O)CC[C@]2(C)[C@H]2CC[C@@]3(C)[C@@H](CC[C@@]3(O)CCC(=O)O)[C@H]12	x	0	-0.8	-0.2
c1ccc2oc(CN3CCOCC3)cc2c1	-1	-2	-1.0	0.2
CCOc1cc(C=C2C(=O)NC(=O)NC2=O)ccc1OCC(=O)N1CCOCC1	3	-19	1.7	-0.1
C=CCOC(=O)C1=C(C)OC(N)=C(C#N)C12C(=O)Nc1ccc([N+](=O)[O-])cc12 (configuration not stated)	2	8	1.0	0.0
COc1ccc2[nH]c(C)c(CCNCc3ccc(F)cc3)c2c1	5	19	-0.7	-0.2
CCCCC1CN(C)CCC1(O)c1ccccc1 (configuration not stated)	-8	14	1.0	0.1
COc1ccccc1N1CCN(Cc2ccc(N(C)C)cc2)CC1	0	46	-0.3	0.7
CC(=O)Oc1ccc(P(C)(C)=S)cc1	0	-6	0.6	-0.1
Cc1ccc2[nH]c(=O)c3cc(C(=O)N4CCC5(CC4)OCCO5)sc3c2c1	-8	0	0.3	0.1
CN(C)P1(N(C)C)=Nc2nn(-c3ccccc3)c(N)c2C(C(Cl)(Cl)Cl)=N1	-1	3	0.0	-0.1
O=[N+]([O-])c1ccc(Cl)c(N2CCNCC2)c1	3	2	-0.2	-0.2
O=C1C2CCCN2C(c2cccnc2)N1c1ccc(Cl)cc1 (configuration not stated)	1	-8	-0.4	0.3
COc1ccc(C(=O)OC2CC3CCC(C2)[N+]3(C)[O-])cc1OC (configuration not stated)	9	-3	1.1	0.1
O=C1NC(=O)C(CCc2ccccn2)(CCc2ccccn2)C(=O)N1C1CCCCCC1	-6	-5	1.2	-0.1
O=C1/C(=C\c2ccccn2)c2ccccc2N1C1CCN(Cc2ccccc2)CC1	-1	13	-0.4	-0.2
CCCCC/C=C\C/C=C\C/C=C\C/C=C\CCCC(=O)NCc1ccoc1	x	10	0.8	x
Brc1csc(CNCCc2ccccc2)c1	7	11	0.2	0.1
NC1=C(C(=O)OCc2ccccc2)C2(C(=O)Nc3ccccc32)C2=C(CCCC2=O)O1 (configuration not stated)	-16	-5	0.6	0.2
Cc1cccc(N2C(=O)/C(=C/c3cccn3C)C(=O)NC2=S)c1	5	28	-1.5	0.2
CCN(CC)P(=S)(c1nc2ccccc2n1CC)N(CC)CC	12	9	-0.2	-0.1
O=C1CCN(CC(=O)c2ccc3cc[nH]c3c2)CC1	-14	-10	-1.0	0.1
CCn1c(C)[n+](CC)c2ccc(S(N)(=O)=O)cc21	1	1	0.4	0.0
CC(C)CCCC(C)NC(=O)C(Cl)(Cl)Cl (configuration not stated)	4	-21	-0.1	0.1
O=c1c2ccccc2nc(/C=C/c2cccc(F)c2)n1-c1ccc(Br)cc1	0	6	-1.7	0.2
CCCCSC1=NN1c1nc(N)nc(C)c1CC	10	15	2.9	0.0
c1ccc2c(CN3CCCC3)c[nH]c2c1	-1	15	0.8	1.4
c1ccc2c(CNCCc3c[nH]c4ccccc34)cccc2c1	7	42	0.5	-0.1
Cc1c(Cl)cccc1NC(=O)C(Cl)(Cl)Cl	0	-1	0.0	0.5
CSc1ccccc1-n1c(=S)[nH]c2ccccc2c1=O	-6	10	-1.3	-0.1
CN1CC[C@]2(c3cccc(O)c3)Cc3nc4ccccc4cc3C[C@H]2C1	1	9&9	1.9&-0.8	-0.1&-0.2
O=C(O)CC/C(=N/NP(=S)(c1ccccc1)c1ccccc1)C(=O)O	2	3	0.7	0.1
O=[N+]([O-])c1ccccc1CN1CCN(Cc2ccccc2)CC1	-10	17	1.5	0.0
CC1Cc2ccccc2N1CC(=O)Nc1ccc(C#N)c(Cl)c1 (configuration not stated)	11	9	0.8	-0.1
O=c1cccc2n1CC1CC2CN(C(=S)Nc2cccc(Br)c2)C1 (configuration not stated)	2	-4	-0.2	-0.1
c1ccc2c(CCNCc3ccc4c(c3)OCO4)c[nH]c2c1	-5	-5	-1.4	-0.1
CN1C2CCC1CC(NC(=O)c1ccccc1)C2 (configuration not stated)	-28	0	-0.5	-0.1
COC(=O)CNC(=O)c1cn(CCC#N)nc1-c1ccc([N+](=O)[O-])cc1	-2	6	2.3	-0.1
CCOP(=O)(OCC)C(c1ccccc1)N(C)C=O (configuration not stated)	2	11	-0.3	0.3

# The list goes on.
Molecule	TEAD-YAP inh	MITF inh	GPR151 activ	FBW7 activator
COc1ccccc1CCNCc1cc(OC)c2c(c1)OCO2	2	31	-1.2	0.0
COc1cccc2cc(C(=O)N3CC4CC(C3)c3cccc(=O)n3C4)oc12 (configuration not stated)	-9	0	-0.3	-0.1
CCOP(=O)(OCC)C1(O)C(=O)Nc2ccc(Br)cc21 (configuration not stated)	0	-3	0.3	-0.1
N#CC1=C(N)Oc2c(c(=O)oc3ccccc23)C1c1cccs1 (configuration not stated)	-7	6	0.5	-0.1
CCc1ccc(CN2CCN(Cc3ccc(CC)cc3)CC2)cc1	8	67*	0.5	-0.2
Cc1cccn2c(=O)c3cc(C#N)c(=O)n(-c4ccc5ccccc5c4)c3nc12	-3	7	0.0	0.1
O=C(O)COc1c(Br)cc(C=C2C(=O)NC(=O)NC2=O)cc1Br	-3	10	0.7	-0.3
CN1CCN(C(=O)COc2ccc(Oc3ccccc3)cc2)CC1	-19	-6	1.5	-0.1
CCOC(=O)C1C(C)C2C(=O)C=CCC2N1C (configuration not stated)	-2	19	0.3	1.0
COc1ccccc1N1C(=O)CC(=O)NC1=S	-7	4	-0.7	-0.4
CCCCCCn1c(N)c(C(=O)NCC2CCCO2)c2nc3ccccc3nc21 (configuration not stated)	-1	-5	-0.1	0.4
C[N+](C)(C)CC(=O)Nc1ccc(Cl)cc1C(=O)c1ccccc1	11	21	-0.8	0.2
CC(C)(C)NC(=O)CN1C2CCC1CC(O)(c1ccc(F)cc1)C2 (configuration not stated)	-1	-5	1.0	0.0
O=C(Nc1ccc(Br)cc1)c1c(O)c2c(n(Cc3ccco3)c1=O)CCCC2	0	1	-0.1	-0.1
CC(=O)Nc1ccc(OC(=O)N(C)c2ccc(C)cc2)cc1	-14	2	1.7	0.1

# Molecules listed so far that have two or more sulfur atoms, in the order listed:
Molecule	TEAD-YAP inh	MITF inh	GPR151 activ	FBW7 activator
CN1C(=O)[C@]23CC4=CC=C[C@H](O)[C@H]4N2C(=O)[C@@]1(CO)SS3	88*	-4	-1.6	-0.2
CSc1ccccc1-n1c(=S)[nH]c2ccccc2c1=O	-6	10	-1.3	-0.1

# The listing continues:
Molecule	TEAD-YAP inh	MITF inh	GPR151 activ	FBW7 activator
CCCCC/C=C\C/C=C\C/C=C\C/C=C\CCCC(=O)NCCO	x	10	7.1*	x
Oc1ccccc1C1NOC2(O)C3CCN(CC3)C12 (configuration not stated)	0	7	-0.6	0.1
COc1cc(OC)c(OC)cc1CNC(C)C(O)c1ccccc1 (configuration not stated)	15	11	1.1	0.5
CCCCC/C=C\C=C\C(CCCCCCCC(=O)O[C@H]1CC[C@@]2(C)C(=CCC3C4CCC(C(C)CCCC(C)C)[C@@]4(C)CCC32)C1)OO (some centres not stated) (tested in a mixture with another compound)	x	3	-1.9	x
Cc1cc2oc(=O)cc(Cn3ccsc3=N)c2cc1C	-7	13	-1.3	0.6
CCCC1C(=O)NC(=S)N(c2ccccc2)C1=O (configuration not stated)	-4	-9	1.9	-0.1
CCOC(=O)c1cccc(NC(=O)CCc2nc(C3=CCN(C)CC3)no2)c1	12	9	2.3	1.3
COc1ccc(N2C(=O)/C(=C\c3ccc(C)o3)C(=O)NC2=S)cc1	-2	-3	-1.3	-0.1
N#CC1=C(N)Oc2c(c(=O)oc3ccccc23)C1c1ccc(F)cc1 (configuration not stated)	-1	-6	-0.7	0.3
CN1C(=O)/C(=C/c2ccc(F)cc2)C(=O)N(c2ccccc2)C1=O	-5	0	-0.6	-0.3
O=C1C2CCN(CC2)C1Cc1ccc(OCc2ccccc2)cc1 (configuration not stated)	-1	8	-0.8	0.3
CCN(CC)C(=O)c1ccc(NC(=O)C2COc3ccccc3O2)cc1 (configuration not stated)	-46	26	0.2	0.1
Cc1c(/C=N/N(C)C)c2ccccc2n1C	10	-2	-0.6	0.1

# Some of the compounds tested; the hit share may differ from the screen's.
